MsrA inh = inhibitors of bovine MsrA; purified bovine MsrA, absorbance read-out; 0.75% of 360,000 active; inhibition, % at 15.5 µM; in the data active = inhibition above about 4.5%;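 also: 0% = vehicle wells with enzyme and 100% = reference inhibitor wells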
MT1-MMP act inh = inhibitors of human MT1-MMP activation; P50281; HT1080 RFP-PRO-GFP cells, GFP/RFP ratio fluorescence, overnight; percent of plate control window, DMSO zero; GFP/RFP ratio change, % at 20 µM; 0.061% of 360,000 active; AID 651647;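 active = GFP/RFP ratio change of at least 30% with cell ATP level not reduced by more than half and red fluorescence within 50% of control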; also: strong numbers were not always called active
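Test system: HT1080 RFP-PRO-GFP cells; Benchmarks: DMSO and RFP-L50D-GFP cell wells; Timing: cells overnight before dosing, compound overnight, 37 °C, 5% CO2; Compound: one 20 µM compound dose with 1% DMSO; Read-out: GFP/RFP fluorescence ratio.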
MLLE-PAM2 inh = inhibitors of microRNA-mediated deadenylation, human PABP1 MLLE binding; GST-MLLE / FITC-PAM2 fluorescence polarization; inhibition, % at 20 µM; 0.36% of 360,000 active; AID 588489; in the data active = inhibition above about 35%, passing the limit was not always enough;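 also: plate controls were DMSO wells with GST-MLLE for no effect and wells lacking GST-MLLE protein for full effect; some results filed as inactive read as strong as hits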
Target sequence (P11940 whole entry, looked up): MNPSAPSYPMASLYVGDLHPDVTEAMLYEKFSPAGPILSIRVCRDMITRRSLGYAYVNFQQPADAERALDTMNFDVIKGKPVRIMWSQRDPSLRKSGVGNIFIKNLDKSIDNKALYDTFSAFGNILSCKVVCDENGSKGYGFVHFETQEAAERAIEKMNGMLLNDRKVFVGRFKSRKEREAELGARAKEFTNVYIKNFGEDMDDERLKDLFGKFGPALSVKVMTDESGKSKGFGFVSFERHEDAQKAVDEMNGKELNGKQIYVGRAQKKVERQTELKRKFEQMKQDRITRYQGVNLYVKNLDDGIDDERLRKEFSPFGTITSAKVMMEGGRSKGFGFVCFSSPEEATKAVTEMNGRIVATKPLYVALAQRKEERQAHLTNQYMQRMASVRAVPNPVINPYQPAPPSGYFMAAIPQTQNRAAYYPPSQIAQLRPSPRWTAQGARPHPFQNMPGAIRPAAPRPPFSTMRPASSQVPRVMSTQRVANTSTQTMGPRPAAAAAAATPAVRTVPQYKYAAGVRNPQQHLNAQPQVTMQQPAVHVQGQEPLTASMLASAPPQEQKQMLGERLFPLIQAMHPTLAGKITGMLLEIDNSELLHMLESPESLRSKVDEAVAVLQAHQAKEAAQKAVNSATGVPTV
SKN-1 block = blocks SKN-1 activity in C. elegans. C. elegans VP596 Pgst-4::GFP/RFP ratio, acrylamide-induced, 24 h. inhibition, % at 21.8 µM. 0.49% of 360,000 active;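 active = interference check ratio from 0.5 to 1.5 plus GFP to RFP signal ratio inhibition reaching or exceeding a fixed threshold, cut at about 30% in these data, passing the limit was not always enough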; also: some compounds called inactive have numbers as strong as hits
Tb MetRS inh = blocks T. brucei methionyl-tRNA synthetase activity; purified T. brucei MetRS, ATP depletion, Kinase-Glo luminescence; inhibition, % at 11.9 µM; 0.4% of 360,000 active; AID 624268;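 active = inhibition above a per-plate cutoff of the control wells' mean inhibition plus 3 SD, cut at about 5.5% in these data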;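 also: 0% = DMSO wells median and 100% = median of wells with control inhibitor compound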
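Material: parasite MetRS enzyme / Replication: singlicate, one well per compound / Signal: luminescence of leftover ATP / Schedule: 2 h aminoacylation at 25 °C after 15 min preincubation / Medium: HEPES-MgCl2-KCl buffer plus DTT, spermine, BSA, pyrophosphatase / Doses: 11.9 µM single point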
CendR NRP1 mod = modulators of CendR peptide binding to human neuropilin-1; 0.85% of 360,000 active; FAM-RPARPAR peptide binding to NRP-1, fluorescence polarization; inhibition, % at 25 µM; O14786; AID 602438;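 active = inhibition or corrected inhibition above about 18%, plus a signal ratio from 0.5 to 1.5, limit read from the data, passing the limit was not always enough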; also: strong numbers were not always called active
eLon inh = E. coli protease La inhibition. 0.42% of 360,000 active. purified E. coli Lon protease, fluorescence polarization. inhibition, % at 7.94 µM; in the data active = inhibition above about 13%, passing the limit was not always enough;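 also: 0% = enzyme with probe and DMSO and 100% = no enzyme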
bovine MsrA act = activators of bovine methionine sulfoxide reductase A; purified bovine MsrA, absorbance read-out; activation, % at 10.6 µM; 0.3% of 360,000 active; in the data active = activation above about 7.5%;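 also: 0% = vehicle and 100% = reference activator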
FAS-TE inh = blocks the thioesterase domain of human fatty acid synthase. P49327. recombinant FAS-TE, OMFH fluorogenic substrate, fluorescence endpoint. inhibition, % at 15 µM. 0.67% of 360,000 active;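 active = compounds whose normalised, plate-corrected inhibition of enzyme fluorescence in the single-dose primary screen is 50% or more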;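 also: 0% = DMSO with enzyme and 100% = substrate without enzyme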
An asterisk follows results filed as active; nt = no result given.

SMILES | MsrA inh | MT1-MMP act inh | MLLE-PAM2 inh | SKN-1 block | Tb MetRS inh | CendR NRP1 mod | eLon inh | bovine MsrA act | FAS-TE inh
O=C(Nc1c(Cl)cccc1Cl)c1cc(-c2ccco2)on1 | 1.0 | -2 | -2 | -8 | -0.3 | 2 | -6 | -2 | 3
CC1=NN(c2ccccc2)C(=O)/C1=C\c1c(C)[nH]n(-c2ccccc2)c1=O | 1.9 | 7 | 25 | -22 | -0.3 | -4 | -1 | -9 | -5
CCOc1ccc(-c2cc(N)n(S(=O)(=O)c3cccc4nsnc34)n2)cc1 | -1.0 | 0 | 4 | -12 | 0.4 | 0 | 1 | -3 | 15
Cc1ccc(NS(=O)(=O)c2cccc(C(=O)Nc3cccnc3)c2)c(C)c1 | 1.5 | 3 | 5 | -4 | -0.2 | 12 | -3 | -5 | 6
Cc1cc(C)n(-c2nc3c(c(=O)[nH]c(=O)n3C)n2CC(C)C)n1 | -0.4 | -2 | -1 | -26 | -1.5 | -12 | -8 | -4 | -6
COC(=O)CCC(=O)N1CCC(Oc2cccc(C(=O)NCc3ccccn3)c2)CC1 | 0.6 | 0 | 8 | 3 | 0.0 | 12 | 12 | -2 | -6
CN(CC(=O)Nc1ccccc1Br)C(=O)CN1CCN(Cc2cccc(Cl)c2)CC1 | 0.5 | 0 | -30 | -5 | -0.3 | 0 | -14 | -1 | 0
CC(C)CC(OC(=O)c1ccco1)C(=O)NC1CCCCC1 (stereo unspecified) | 1.1 | 1 | 5 | -5 | -0.3 | 14 | -2 | -4 | -5
Cc1c(C(=O)N2CCCC2)sc(NC(=O)c2ccc(Cl)cc2)c1C#N | 0.2 | -3 | 3 | -22 | -1.0 | 3 | 5 | -4 | -2
COc1ccc(Cl)cc1S(=O)(=O)Nc1ccc(Cl)cn1 | 0.7 | -3 | -7 | -9 | -1.9 | -3 | 3 | -14 | -3
CCN(CC)C(=O)[C@H]1C[C@H](CC(=O)NCCCN(C)C)C(=O)N2CCc3c([nH]c4cc(-c5ccco5)ccc34)[C@]12C | 0.4 | 0 | 2 | -4 | 0.2 | -2 | -5 | -3 | -6
COc1ccc(C)cc1NC(=O)CSc1nc2ccccc2nc1N1CC(C)OC(C)C1 (stereo unspecified) | 1.2 | -13 | 3 | 0 | -0.3 | -1 | 0 | 1 | 24
C=CCn1c(SCc2ccc(C#N)cc2)nnc1-c1cccc(Cl)c1 | -1.2 | -4 | -47 | -15 | -0.4 | -11 | -2 | 1 | 19
Cc1ccc(-c2nn(-c3ccccc3)cc2/C=N/NC(=O)c2ccncc2)o1 | 0.7 | -10 | -8 | 3 | 0.9 | -3 | -2 | -5 | 2
Cc1ccc(NC(=S)NNC(=S)Nc2ccc(C)cc2C)cc1 | 0.5 | -1 | 33 | 8 | -0.6 | -15 | -6 | -3 | 5
CC1(C)CC(=O)C(Sc2ccccc2[N+](=O)[O-])=C(O)C1 | 0.2 | -1 | 14 | -4 | 0.0 | 7 | 5 | 1 | -10
Cc1ccc(NC(=O)c2ccccc2NS(=O)(=O)c2ccc(Cl)s2)cc1 | -1.2 | -25 | -7 | 23 | 0.0 | -3 | -4 | -3 | 19
O=C(CNC(=O)/C(=C/c1ccccc1)NC(=O)c1ccc(Br)cc1)OCc1ccccc1 | 0.8 | -3 | 18 | 6 | 0.1 | -5 | -4 | -3 | 29
CC(C)(C)C1CCc2c(sc(NC(=O)c3cc(C4CC4)on3)c2C#N)C1 (stereo unspecified) | -0.4 | -4 | 30 | -25 | -0.2 | -10 | 1 | -2 | 26
CCCCCCC[C@H](N)[C@H](O)C(=O)N(C)[C@@H](CCS(C)=O)C(=O)N[C@@H](Cc1ccc(O)cc1)C(=O)N[C@@H](Cc1ccc(O)cc1)C(=O)O (stereo partly specified) | -1.3 | nt | 16 | -8 | -0.3 | 5 | -16 | -13 | -15
O=C(CCC(=O)c1cccs1)NCCc1ccc(F)cc1 | -1.4 | -3 | -9 | 6 | -0.4 | -25 | -2 | -2 | -2
CC1OC(OCC2OC(Oc3c(-c4ccc(O)cc4)oc4cc(O)cc(O)c4c3=O)C(O)C(O)C2O)C(O)C(O)C1O (stereo unspecified) | 2.2 | 1 | 13 | 20 | 2.1 | 22* | -7 | -2 | -1
COC(=O)c1ccc(OCC(O)CN2CCc3cc(OC)c(OC)cc3C2c2ccccc2)cc1 (stereo unspecified) | 0.1 | -4 | -6 | 13 | -0.2 | 8 | -3 | 0 | 15
CCOC(=O)Cc1csc(NC(=O)CSc2nnc(C)n2C)n1 | -1.1 | -1 | 6 | -9 | 0.0 | 4 | 3 | -4 | -8
Cc1ccccc1N1C(=O)CN(Cc2sccc2C)C1=S | 0.7 | 6 | 2 | 17 | -0.4 | -1 | -8 | -2 | -8
CCCSc1cc(N2CCCC2)nc(-c2ccccc2)n1 | 0.0 | 4 | -2 | -4 | 0.5 | 0 | -3 | -12 | 19
CCOC(=O)C1(C)CCN1C(=O)c1ccc(Cl)cc1Cl (stereo unspecified) | 1.6 | 2 | -1 | 3 | -0.1 | -5 | 0 | 0 | -4
O=C(CNS(=O)(=O)c1ccc2ccccc2c1)OCc1nnc(-c2ccccc2)o1 | 0.0 | 0 | -8 | -4 | -0.3 | 0 | -7 | 0 | 5
COc1ccc(OC)c(-n2c(SC)nnc2-c2c[nH]c3ccccc23)c1 | 0.1 | -1 | -17 | 3 | 9.7* | -8 | -4 | -2 | -2
COc1ccc(N2C(=O)CC(Nc3cccc([N+](=O)[O-])c3)C2=O)cc1 (stereo unspecified) | -0.3 | -1 | 0 | 1 | 0.3 | -1 | -12 | -3 | 7

Part of the list above in order of formula weight, ascending.
SMILES | MsrA inh | MT1-MMP act inh | MLLE-PAM2 inh | SKN-1 block | Tb MetRS inh | CendR NRP1 mod | eLon inh | bovine MsrA act | FAS-TE inh
O=C(CCC(=O)c1cccs1)NCCc1ccc(F)cc1 | -1.4 | -3 | -9 | 6 | -0.4 | -25 | -2 | -2 | -2
Cc1ccccc1N1C(=O)CN(Cc2sccc2C)C1=S | 0.7 | 6 | 2 | 17 | -0.4 | -1 | -8 | -2 | -8
COc1ccc(N2C(=O)CC(Nc3cccc([N+](=O)[O-])c3)C2=O)cc1 (stereo unspecified) | -0.3 | -1 | 0 | 1 | 0.3 | -1 | -12 | -3 | 7

Additional records
SMILES | MsrA inh | MT1-MMP act inh | MLLE-PAM2 inh | SKN-1 block | Tb MetRS inh | CendR NRP1 mod | eLon inh | bovine MsrA act | FAS-TE inh
CC(/C=C1\SC(=S)N(CC(=O)N2CCN(c3ccccc3)CC2)C1=O)=C\c1ccccc1 | -0.3 | 1 | 11 | 5 | -0.2 | 15 | 0 | -8 | 32
Cc1nc(-c2ccc(NC(=O)C(C)(C)C)cc2)c(-c2ccccc2)o1 | 0.6 | 0 | 1 | 10 | -0.6 | 3 | -1 | -2 | 8
Cc1cccc[n+]1CC(=O)Nc1ccc([N+](=O)[O-])cc1Cl | 1.5 | 4 | -13 | -23 | -1.1 | 5 | -4 | -4 | -1
CCCC1Cc2c(sc3ncnc(N)c23)CO1 (stereo unspecified) | -0.1 | -11 | -9 | 9 | 1.0 | -15 | -5 | -2 | -6
Cc1ccc(-c2nnc(SCC(=O)N(CC(C)C)c3c(N)n(Cc4ccccc4)c(=O)[nH]c3=O)n2N)cc1 | -1.2 | -6 | -38 | -1 | -0.4 | -4 | 10 | -6 | -1
NC(=O)C[n+]1cccc2ccccc21 | 0.0 | -35 | 15 | -9 | -0.9 | 32* | 57* | -5 | -11
O=C(NC1CC1)c1cc2ccccc2o1 | -0.3 | 1 | 1 | 18 | -0.2 | 7 | -8 | -3 | -2
S=C(Nc1ccccc1)Nc1ccc(Br)cc1 | 0.0 | 0 | 27 | -2 | 0.1 | -8 | -6 | -1 | 0
O=S(=O)(CCNCc1cccs1)c1ccc(Cl)cc1 | 0.3 | 1 | 10 | 9 | 0.2 | 0 | 6 | -1 | -2
O=C(NCCc1ccc2c(c1)OCCO2)c1cc(F)cc(F)c1 | 0.7 | -1 | -12 | 10 | -0.2 | 0 | 0 | -2 | -1

Shown with values under each structure: five of the compounds above
Results follow in this order: MsrA inh, MT1-MMP act inh, MLLE-PAM2 inh, SKN-1 block, Tb MetRS inh, CendR NRP1 mod, eLon inh, bovine MsrA act, FAS-TE inh
NC(=O)C[n+]1cccc2ccccc21
  0.0, -35, 15, -9, -0.9, 32*, 57*, -5, -11
O=C(NC1CC1)c1cc2ccccc2o1
  -0.3, 1, 1, 18, -0.2, 7, -8, -3, -2
S=C(Nc1ccccc1)Nc1ccc(Br)cc1
  0.0, 0, 27, -2, 0.1, -8, -6, -1, 0
O=S(=O)(CCNCc1cccs1)c1ccc(Cl)cc1
  0.3, 1, 10, 9, 0.2, 0, 6, -1, -2
O=C(NCCc1ccc2c(c1)OCCO2)c1cc(F)cc(F)c1
  0.7, -1, -12, 10, -0.2, 0, 0, -2, -1

New compounds follow
SMILES | MsrA inh | MT1-MMP act inh | MLLE-PAM2 inh | SKN-1 block | Tb MetRS inh | CendR NRP1 mod | eLon inh | bovine MsrA act | FAS-TE inh
COc1ccc(S(=O)(=O)N2CCN(CC(=O)Nc3cccc(OC)c3)CC2)cc1 | 0.3 | 2 | -7 | 10 | 0.1 | 4 | -1 | -1 | 1
O=C(CSc1nc(-c2ccccc2)cs1)NCc1ccco1 | 0.8 | 5 | -2 | -7 | -0.9 | -8 | -4 | -3 | -2
O=C(Nc1ccccc1)NC1CCN(Cc2nnnn2C2CCCCC2)CC1 | 0.9 | 2 | 5 | 16 | -0.2 | -7 | 7 | -2 | -5
Cc1ccc(S(=O)(=O)Nc2ccc(=O)n(Cc3ccc(Cl)c(Cl)c3)c2)cc1 | -0.4 | -8 | -23 | 5 | -1.0 | -16 | -7 | 0 | 14
CCC(C)NC(=O)COC(=O)c1oc2ccccc2c1CSc1ccc(Cl)cc1 (stereo unspecified) | 1.0 | 2 | -35 | 5 | -0.9 | 0 | -1 | -13 | -11
Cc1cc(-c2ccc(S(=O)(=O)NCc3ccc(F)cc3)cc2)on1 | 1.0 | 4 | 6 | 12 | -0.4 | 19 | 1 | -4 | 0
Cn1c(=O)c2sccc2n2c(CCCC(=O)NCc3ccc4c(c3)OCO4)nnc12 | -0.8 | 2 | 12 | 1 | -1.1 | 10 | -6 | -2 | -4

Record cards, as listed above.
Entry for O=C(CSc1nc(-c2ccccc2)cs1)NCc1ccco1 : MsrA inh: 0.8; MT1-MMP act inh: 5; MLLE-PAM2 inh: -2; SKN-1 block: -7; Tb MetRS inh: -0.9; CendR NRP1 mod: -8; eLon inh: -4; bovine MsrA act: -3; FAS-TE inh: -2
Entry for Cn1c(=O)c2sccc2n2c(CCCC(=O)NCc3ccc4c(c3)OCO4)nnc12 : MsrA inh: -0.8; MT1-MMP act inh: 2; MLLE-PAM2 inh: 12; SKN-1 block: 1; Tb MetRS inh: -1.1; CendR NRP1 mod: 10; eLon inh: -6; bovine MsrA act: -2; FAS-TE inh: -4
Entry for COc1ccc(S(=O)(=O)N2CCN(CC(=O)Nc3cccc(OC)c3)CC2)cc1 : MsrA inh: 0.3; MT1-MMP act inh: 2; MLLE-PAM2 inh: -7; SKN-1 block: 10; Tb MetRS inh: 0.1; CendR NRP1 mod: 4; eLon inh: -1; bovine MsrA act: -1; FAS-TE inh: 1

Bioassay records deposited in PubChem by several laboratories.
